# HRas wt GTP bind: modulators of GTP binding to HRas wildtype, primary screen, biochemical, bead-based flow cytometry, multiplex. GTPase HRas (Homo sapiens), P01112. GST-Ras wt beads, Bodipy-FL-GTP binding; actives lie on both sides. GTP binding activity, % at 10 µM. 190,000 tested, 0.14% active;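 active means GTP binding activity at least 20% away from the 100% baseline, either lowered as inhibitor or raised as activator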;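 further: 0% = unlabeled GTP competition control and 100% = no-compound control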
# Target sequence (P01112 whole entry, looked up): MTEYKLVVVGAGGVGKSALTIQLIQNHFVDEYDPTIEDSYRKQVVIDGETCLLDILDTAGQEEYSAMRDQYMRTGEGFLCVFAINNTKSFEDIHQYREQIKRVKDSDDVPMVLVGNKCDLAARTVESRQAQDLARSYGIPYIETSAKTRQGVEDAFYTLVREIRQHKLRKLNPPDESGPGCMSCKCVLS
# Pf gametocyte: late stage P. falciparum gametocyte viability inhibitors, primary screen, ATP luminescence, HTS; AID 743093, 2013; P. falciparum stage V gametocytes, 24 h; inhibition, % at 10.9 µM; 150,000 tested, 0.065% active;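 active means inhibition above the mean plus 3 SD of compounds within the control limits, set per campaign, cut at about 38% in these data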;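 further: 0% = DMSO wells and 100% = medium only without gametocytes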
# Cdc42 wt: modulators of GTP binding to wildtype Cdc42, primary screen, biochemical, multiplex bead flow cytometry, Bodipy-GTP; AID 761, 2007; 190,000 tested, 0.2% active; GST-Cdc42 beads; actives lie on both sides; percent activity (GTP binding), % at 10 µM; Cell division control protein 42 homolog (Homo sapiens), P60953;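 active means percent activity GTP binding at least 20 points away from the 100% baseline, either down as inhibitor or up as activator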;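 further: median bead fluorescence of bound Bodipy-FL-GTP at 100 nM; 0% = excess unlabeled GTP control and 100% = no compound control; below 100% means less GTP binding so inhibitor and above means activator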
# Target sequence (P60953 whole entry, looked up): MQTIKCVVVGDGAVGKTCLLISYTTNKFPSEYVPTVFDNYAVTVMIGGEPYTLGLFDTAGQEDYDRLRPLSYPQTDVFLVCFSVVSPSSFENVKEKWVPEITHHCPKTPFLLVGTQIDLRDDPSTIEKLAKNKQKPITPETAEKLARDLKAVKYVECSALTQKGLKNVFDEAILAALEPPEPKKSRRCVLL
# Rac1 act GTP bind: GTP binding modulators of activated mutant Rac1, primary screen, biochemical, bead-based flow cytometry, multiplex, fluorescent GTP; Ras-related C3 botulinum toxin substrate 1 (Homo sapiens), P63000; GST-Rac1 activated beads; actives lie on both sides; 100% means binding = to untreated wells; percent activity (GTP binding), % at 10 µM; 190,000 tested, 0.11% active; AID 764, 2007;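 active means GTP binding at least 20 percentage points away from the 100% baseline, in either direction, so actives lie on both sides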
# ABCG2 block: ABCG2 efflux pump inhibitors, primary screen, multiplex with ABCB1, IgMXP3 cells, flow cytometry. JC-1 efflux. Broad substrate specificity ATP-binding cassette transporter ABCG2 (Homo sapiens), Q9UNQ0. inhibition, % at 6.6 µM. AID 1325, 2008. 190,000 tested, 0.1% active;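 active means inhibition above 80%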;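 further: 0% = DMSO and 100% = nicardipine control wells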
# Target sequence (Q9UNQ0 whole entry, looked up): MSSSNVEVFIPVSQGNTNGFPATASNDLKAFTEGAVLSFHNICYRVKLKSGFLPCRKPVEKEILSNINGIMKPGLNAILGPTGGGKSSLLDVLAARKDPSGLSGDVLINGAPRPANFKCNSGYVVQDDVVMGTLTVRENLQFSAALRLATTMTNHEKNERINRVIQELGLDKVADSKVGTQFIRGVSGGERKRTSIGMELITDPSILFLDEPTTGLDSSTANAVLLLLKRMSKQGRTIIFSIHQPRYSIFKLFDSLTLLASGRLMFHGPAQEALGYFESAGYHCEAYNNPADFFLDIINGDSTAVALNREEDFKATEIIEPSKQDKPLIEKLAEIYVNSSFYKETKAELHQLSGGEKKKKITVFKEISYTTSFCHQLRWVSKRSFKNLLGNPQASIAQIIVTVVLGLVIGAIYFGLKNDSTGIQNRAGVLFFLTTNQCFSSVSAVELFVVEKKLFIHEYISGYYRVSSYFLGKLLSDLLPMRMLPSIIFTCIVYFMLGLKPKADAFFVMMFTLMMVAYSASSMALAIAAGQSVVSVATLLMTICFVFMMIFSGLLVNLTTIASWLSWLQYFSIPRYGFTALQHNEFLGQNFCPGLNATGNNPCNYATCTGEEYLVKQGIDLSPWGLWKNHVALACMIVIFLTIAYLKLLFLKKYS
#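 Test system: ABCG2 IgMXP3 and barcoded ABCB1 CCRF-Adr cell mix; Schedule: cells with compound and JC-1, 10 min at 25 °C, rotating, no wash; Technique: flow cytometry of retained JC-1 fluorescence; Measure: % inhibition of efflux relative to nicardipine and DMSO; Controls: nicardipine high and DMSO low controls.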
# Avidin bead fluor: green autofluorescence of compounds with avidin beads – biophysical, 488/530 nm, flow cytometry, artefact control, profiling panel | compound fluorescence 488/530 nm; active compounds read high | fluorescence (KMESF) at 10 µM | 220,000 tested, 0.38% active | AID 1775, 2009; in the data active means fluorescence above about 47; further: inactives centre near 10
# Rab7 wt GTP bind: modulators of GTP binding to Rab7, primary screen, biochemical, wildtype, multiplex bead flow cytometry | Rab7 GTPase wild type (dog), Bodipy-FL-GTP binding | GST-Rab7 beads, fluorescent GTP binding; actives lie on both sides; untreated = 100%, excess cold GTP = 0% | GTP binding activity (percent of control), % at 10 µM | 190,000 tested, 0.055% active | AID 758, 2007;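 active means fluorescent GTP binding to Rab7 beads changed by at least 20 points from the 100% baseline, either direction, mostly lower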;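 further: median green fluorescence of bound Bodipy-FL-GTP per Rab7 bead population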
# ABCB1 block: ABCB1 efflux pump inhibitors, primary screen, cell-based, multiplex, flow cytometry, ABCG2 counter-screen. ATP-dependent translocase ABCB1 (Homo sapiens), P08183. CCRF-Adr cells, JC-1 efflux. inhibition, % at 6.6 µM. 190,000 tested, 0.067% active. AID 1326, 2008; in the data active means inhibition above about 40%;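 further: 0% = vehicle and 100% = reference inhibitor; higher value means more JC-1 retained so stronger ABCB1 efflux block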
# Rab2 wt GTP: modulators of GTP binding to Rab2A wildtype, primary screen, biochemical, dog, bead-based flow cytometry, multiplex; Ras-related protein Rab-2A (Canis lupus familiaris), P61105; GST-Rab2 wt beads, Bodipy-GTP binding; GTP binding activity, % at 10 µM; 190,000 tested, 0.19% active;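 active means GTP binding activity at least 20 points away from 100%, either lowered or raised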;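 further: 0% = beads with excess unlabeled GTP and 100% = no-compound control corrected for plate trend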
# GSH fluor: compound fluorescence on glutathione beads, profiling panel, artefact control, biophysical, 488/530 nm, flow cytometry; GSH beads flow cytometry, compound fluorescence 488/530 nm; active compounds read high; fluorescence (KMESF) at 10 µM; 190,000 tested, 0.25% active; in the data active means fluorescence above about 89;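 further: glutathione beads carrying GST-tagged Bcl family fusion proteins plus one bare bead set; values are compound well signal with DMSO vehicle wells as background; inactives centre near 16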
# Rac1 wt modul: wildtype Rac1 GTP binding modulators, primary screen, biochemical, GST-Rac1 beads, flow cytometry, multiplex | fluorescent GTP binding; actives lie on both sides; 0 = cold GTP competed, 100 = untreated | Ras-related C3 botulinum toxin substrate 1 (Homo sapiens), P63000 | GTP binding activity (% of control), % at 10 µM | 190,000 tested, 0.27% active;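 active means GTP binding activity at least 20 points away from the 100% control level, either lower or higher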
# Starred values were filed as active, the others as inactive; nt = no result given; [ ] = dose if it differs, or a comment.
# Start of the data: the first 13 records, ahead of the listing:
SMILES,HRas wt GTP bind,Pf gametocyte,Cdc42 wt,Rac1 act GTP bind,ABCG2 block,Avidin bead fluor,Rab7 wt GTP bind,ABCB1 block,Rab2 wt GTP,GSH fluor,Rac1 wt modul
CC(=O)Nc1ccc(Nc2cc(N3CCOCC3)c3nonc3c2[N+](=O)[O-])cc1,93,14,95,96,4,8,98,0.2,98,8,101
CSc1nnc2c(n1)OC(c1ccsc1)N(C(C)=O)c1ccccc1-2 (stereo not drawn),99,-7,101,97,2,8,96,0.4,100,47,100
CC(C)OCCCNC(=O)C1CCN(S(=O)(=O)N2CCCC2)CC1,105,-5,108,104,6,28,111,0.9,109,7,110
CC(C)CN(C(=O)COC(=O)c1nc(Cl)ccc1Cl)C1CCS(=O)(=O)C1 (stereo not drawn),95,-20,97,96,0,11,92,-0.1,95,10,99
Cc1cc(N(C)C)c(C#N)c(N2CCCCC2)n1,99,nt,104,100,2,4,93,0.2,98,15,105
Nc1ccc(C23CC4CC(CC(O)(C4)C2)C3)cc1,95,-34,99,98,0,9,92,0.1,96,58,98
COc1ccc(C(=O)Nc2ccncc2)c(OC)c1,100,-23,97,99,4,11,105,0.0,100,14,100
CCc1ccccc1NC(=O)Nc1cc(F)ccc1F,95,1,99,93,24,10,92,1.0,92,20,95
CCC(C)c1ccccc1NC(=O)C1CCCO1 (stereo not drawn),102,nt,103,98,1,9,99,0.4,101,11,107
Cc1ccc(C(=O)NCC#N)cc1,100,15,98,97,-3,10,105,-2.1,100,16,98
Cc1ccc(NS(=O)(=O)c2cc(C(=O)NCc3ccccn3)ccc2Cl)cc1C,104,nt,104,103,3,14,98,1.2,106,63,100
N#Cc1c(NC(=S)NC(=O)c2ccccc2)sc2c1CCCC2,96,-1,95,95,-2,9,92,-0.7,92,5,100
COc1ccc(C(=O)Oc2ccc(C(=S)N3CCOCC3)cc2)cc1,95,-1,94,93,0,8,95,-0.3,94,10,96

# Main list (from the top)
SMILES,HRas wt GTP bind,Pf gametocyte,Cdc42 wt,Rac1 act GTP bind,ABCG2 block,Avidin bead fluor,Rab7 wt GTP bind,ABCB1 block,Rab2 wt GTP,GSH fluor,Rac1 wt modul
CC(=O)Nc1ccc(Nc2cc(N3CCOCC3)c3nonc3c2[N+](=O)[O-])cc1,93,14,95,96,4,8,98,0.2,98,8,101
CSc1nnc2c(n1)OC(c1ccsc1)N(C(C)=O)c1ccccc1-2 (stereo not drawn),99,-7,101,97,2,8,96,0.4,100,47,100
CC(C)OCCCNC(=O)C1CCN(S(=O)(=O)N2CCCC2)CC1,105,-5,108,104,6,28,111,0.9,109,7,110
CC(C)CN(C(=O)COC(=O)c1nc(Cl)ccc1Cl)C1CCS(=O)(=O)C1 (stereo not drawn),95,-20,97,96,0,11,92,-0.1,95,10,99
Cc1cc(N(C)C)c(C#N)c(N2CCCCC2)n1,99,nt,104,100,2,4,93,0.2,98,15,105
Nc1ccc(C23CC4CC(CC(O)(C4)C2)C3)cc1,95,-34,99,98,0,9,92,0.1,96,58,98
COc1ccc(C(=O)Nc2ccncc2)c(OC)c1,100,-23,97,99,4,11,105,0.0,100,14,100
CCc1ccccc1NC(=O)Nc1cc(F)ccc1F,95,1,99,93,24,10,92,1.0,92,20,95
CCC(C)c1ccccc1NC(=O)C1CCCO1 (stereo not drawn),102,nt,103,98,1,9,99,0.4,101,11,107
Cc1ccc(C(=O)NCC#N)cc1,100,15,98,97,-3,10,105,-2.1,100,16,98
Cc1ccc(NS(=O)(=O)c2cc(C(=O)NCc3ccccn3)ccc2Cl)cc1C,104,nt,104,103,3,14,98,1.2,106,63,100
N#Cc1c(NC(=S)NC(=O)c2ccccc2)sc2c1CCCC2,96,-1,95,95,-2,9,92,-0.7,92,5,100
COc1ccc(C(=O)Oc2ccc(C(=S)N3CCOCC3)cc2)cc1,95,-1,94,93,0,8,95,-0.3,94,10,96
CCn1c(=O)cc(OCC(=O)Nc2ccc3c(c2)OCCO3)c2ccccc21,95,10,96,94,3,15,96,0.6,95,32,92
O=C(c1ccc2c(c1)OCCO2)N1CCN(c2ccc([N+](=O)[O-])cc2)CC1,93,nt,98,96,14,8,94,0.7,95,7,97
CC(=O)N(C)c1nc(N)n(-c2ccccc2)n1,104,-15,100,100,0,10,107,0.3,101,20,106
O=C(NCC1CCCO1)Nc1ccccc1 (stereo not drawn),99,nt,100,98,0,7,100,0.1,99,58,104
CCOC(=O)/C(=C\c1cccc(O)c1)c1nc2sc(C)c(C)c2c(=O)[nH]1,97,1,93,96,-3,10,100,-0.4,97,3,103
Cc1c(Br)c([N+](=O)[O-])nn1CC(=O)NCCc1ccc(Cl)cc1,94,-13,87,93,3,9,98,-1.4,93,8,92
CCC1Nc2ccccc2-c2nnc(SC)nc2O1 (stereo not drawn),99,nt,98,96,1,8,101,0.1,100,50,98
CC(=O)n1cc([C@H]2C=C(C(=O)NCc3ccccc3)O[C@@H](OCCCCO)C2)c2ccccc21,95,-12,96,94,13,7,97,8.2,96,19,97
CC(/C=N/NC(=O)c1ccc2nc(C)[nH]c2c1)=C\c1ccccc1,101,nt,102,102,-1,15,100,0.2,102,17,105
CCOC(=O)C(=NC(C)C)NNc1cc(Cl)ccc1Cl,102,7,101,102,30,11,100,1.0,102,9,105
CS(=O)(=O)N1CCCC(C(=O)NCc2ccc(F)cc2)C1 (stereo not drawn),103,nt,104,100,1,3,103,0.8,101,38,106
O=C(CCn1nc(-c2ccc(Cl)cc2)c2ccccc2c1=O)Nc1cccnc1,94,12,96,95,6,10,95,1.0,94,20,94
O=C(CSc1ccc(-c2cccs2)nn1)NCCc1ccccc1,101,2,98,95,3,11,108,0.4,100,20,101
Cc1nc(-c2ccccc2)sc1C(=O)NN,118,-7,125*[activator],114,2,10,104,0.8,120*[activator],12,128*[activator]
CCCC(=O)NC(C)c1nc2ccccc2[nH]1 (stereo not drawn),102,nt,102,99,-4,7,100,-2.4,101,20,102
COc1cc(/C=N/NC(=O)c2cccnc2)ccc1OCC(=O)N1CCOCC1,100,nt,103,98,11,23,99,-0.8,99,15,104
CC(=O)COc1ccc2c(-c3cccc([N+](=O)[O-])c3)cc(=O)oc2c1,96,-4,98,94,19,6,93,3.1,96,20,96
COc1ccc(Cn2nc(C)cc2C)cc1OC,101,10,103,100,0,6,103,0.2,103,39,103
CC(C)CSc1nc2c(=O)[nH][nH]c(=O)c2n1Cc1ccccc1,94,-19,93,96,0,15,96,0.5,93,23,97
O=C(COc1ccccc1)N1CCN=C1SCc1cccnc1,98,5,98,98,3,14,95,1.0,99,3,98
COc1ccc(C(=O)CSc2nnc(NC(=O)C3CC(=O)N(c4ccccc4C)C3)s2)cc1 (stereo not drawn),99,6,100,99,-1,5,94,-0.4,96,15,102
COc1ccccc1N1CCN(C(=O)CCc2ccc(S(=O)(=O)NCC(C)C)cc2)CC1,95,nt,97,94,3,13,94,1.1,94,30,92
Cc1nc2ccc(S(=O)(=O)NC(C(=O)Nc3nccs3)C(C)C)cc2s1 (stereo not drawn),98,nt,101,98,2,26,102,0.2,97,14,101
COc1cc(NC(=O)c2cc(-c3ccco3)on2)c(OC)cc1Cl,104,nt,105,102,0,8,100,-0.3,101,5,109
O=C(c1ccc(-n2cccc2)cc1)N1CCOCC1,104,nt,103,100,0,4,100,-0.1,104,16,101
C=C1c2ccccc2NC(=S)N1Cc1ccc2c(c1)OCO2,95,4,96,91,3,11,101,-2.0,96,14,96
OC1CCN(C(=S)Nc2ccc(Nc3ccccc3)cc2)CC1,102,10,100,94,2,9,108,0.5,102,10,101
Cc1cc(C)c2c(=O)[nH]cnc2n1,99,-10,102,99,3,11,98,0.9,102,12,101
COc1ccc(C2Nc3ccccc3C(=O)N2NS(=O)(=O)c2ccc(C)cc2)cc1 (stereo not drawn),98,-6,95,95,2,24,95,0.5,96,8,98
CN1CCN(c2nc3c(c(=O)[nH]c(=O)n3C)n2CC(N)=O)CC1,101,-30,102,101,44,6,101,-0.5,103,14,106
CN(Cc1c(C(=O)N2CCc3ccccc3C2)nc2ccc(Cl)cn12)C(C1CC1)C1CC1,96,-10,97,93,1,12,99,1.1,94,13,100
Cc1cc(N2CCCCCC2)nc(-c2ccccc2O)n1,98,nt,97,96,1,45,98,0.2,96,13,94
CCn1c(CC(=O)Nc2ccccc2)nnc1SCC(=O)Nc1ccccc1C(=O)OC,100,-37,102,96,11,11,104,-0.2,99,47,103
CCN(C(=S)NCc1ccccc1)c1cccc2ccccc12,96,0,97,95,1,15,100,-0.1,94,11,97
CCOC(=O)N1CCN(C(=O)CCCn2c(=O)[nH]c3ccccc3c2=O)CC1,102,-29,101,101,1,44,104,0.1,102,13,104
CCOC(=O)C1(CCOC)CCN(Cc2ccc(COC)o2)CC1,99,nt,97,96,0,3,104,0.9,100,10,102
Cc1cc2cc(CN(Cc3ccco3)C(=S)NCC3CCCO3)c(=O)[nH]c2cc1C (stereo not drawn),98,5,101,100,2,4,99,0.6,100,19,104
O=C(Nc1ccccc1)c1ccc(N2CCN(c3ccccc3)CC2)c(S(=O)(=O)N2CCOCC2)c1,102,-22,102,99,0,6,105,0.3,101,32,102
Cc1ccc(NC(=S)NCCN2CCOCC2)cc1F,97,nt,98,97,3,11,101,0.3,101,22,102
COc1cccc(SCc2noc(C(=O)NC(C)C)c2C(=O)O)c1,91,8,91,88,8,8,90,0.7,90,29,88
